# PGE2 EP2 inh: human EP2 receptor antagonists, primary screen, TR-FRET cAMP, C6 glioma cells; Prostaglandin E2 receptor EP2 subtype (Homo sapiens), P43116; C6 glioma cells expressing human EP2; cells stimulated with saturating PGE2; inhibition, % at 25 µM; 260,000 tested, 0.52% active;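 active = percent inhibition above 40 after rounding to a whole number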;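 note: rat C6 glioma host cells with rolipram phosphodiesterase inhibitor present; the protocol text gives 20 µM as final concentration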
# Target sequence (P43116 whole entry, looked up): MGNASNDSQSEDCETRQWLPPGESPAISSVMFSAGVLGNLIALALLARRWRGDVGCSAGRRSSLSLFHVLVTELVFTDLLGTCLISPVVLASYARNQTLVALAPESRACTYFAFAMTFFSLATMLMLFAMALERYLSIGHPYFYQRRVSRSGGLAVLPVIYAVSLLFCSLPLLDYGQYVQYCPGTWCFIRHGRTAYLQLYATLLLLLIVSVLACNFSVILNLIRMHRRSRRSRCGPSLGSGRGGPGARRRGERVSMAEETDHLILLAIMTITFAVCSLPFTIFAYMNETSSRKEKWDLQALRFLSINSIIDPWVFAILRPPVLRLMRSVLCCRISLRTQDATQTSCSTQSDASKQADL
# EP2 mod: EP2 receptor modulators, cAMP readout, primary screen, cell-based, HTRF cAMP, PGE2 stimulation. Prostaglandin E2 receptor EP2 subtype (Homo sapiens), P43116. EP2-expressing cells, cAMP HTRF FRET, PGE2 co-stimulation. induction, % at 25 µM. 260,000 tested, 0.83% active. AID 940, 2007;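 active = compounds whose cAMP rise, as percent of the full-agonist control response, exceeds 60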;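 note: rat C6 glioma line stably carrying human EP2 under a CMV promoter; the protocol text gives 20 µM as final concentration; 100% = response of wells given 1 µM PGE2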
# An asterisk follows results filed as active; & = joins results of further samples.
# Order of values – PGE2 EP2 inh | EP2 mod
COc1ccc(C)cc1CN1C2CCC1CC(O)(c1ccccc1F)C2 (centres undefined)
→ 4 | 5
OCCOc1ccc(CN2C3CCC2CC(O)(c2ccccc2F)C3)cc1 (centres undefined)
→ 10 | 3
CCNCCC1(CC)C(=O)NC(=O)NC1=O
→ 10 | 0
O=C(c1ccncc1)N1CCN(C2C3CC4CC(C3)CC2C4)CC1 (centres undefined)
→ 4 | -1
COc1ccc(OCC(=O)N2CCN(Cc3ccc(OC)c(OC)c3)CC2)cc1
→ 7 | 13
COc1ccc2c(c1)[C@]13CCCC[C@H]1[C@H](C2)N(C)CC3
→ 10 | 17
Cc1ccc(C(C)N2CCNCC2)c(C)c1 (centres undefined)
→ 5 | 14
COc1cc2c(c(OC)c1OC)-c1ccc(O)c(=O)cc1[C@@H](NC(C)=O)CC2
→ 6 | 13
CN1C2C[C@H](OC(=O)[C@H](CO)c3ccccc3)C[C@H]1[C@@H](O)C2
→ 6 | 14
CCc1cccc2c(CC(=O)N(CCN(C)C)C3CCN(C)CC3)c(C)[nH]c12
→ 6 | -49
C[C@]12CCC3C(CC[C@H]4C[C@@H](O)CC[C@]34C)C1CCC2=O (some centres undefined)
→ 42* | -37
CCn1nc(CC(=O)N(CCN(C)C)Cc2ccc(F)cc2)c2ccccc2c1=O
→ 4 | -31
OC1(c2ccc(F)cc2)CC2CCC(C1)N2Cc1nnnn1Cc1ccco1 (centres undefined)
→ 9 | -46
CN(C)CCN(C(=O)Cc1nn(C)c(=O)c2ccccc12)C1CCCC1
→ 2 | -16
Cc1ccc(C=C2C(=O)NC(=S)NC2=O)o1
→ 114* | -106

# Additional structures follow.
# Order of values – PGE2 EP2 inh | EP2 mod
Nc1nc2c(c(=S)[nH]1)[n]([Hg][c]1cc([N+](=O)[O-])ccc1O)c[n+]2[C@H]1O[C@H](CO)[C@@H](O)[C@@H]1O
→ 60* | 12
Clc1ccc(C(OCCN2CCCCC2)c2ccccc2)cc1 (centres undefined)
→ 11 | 23
O=C(Cc1csc(-c2ccccc2F)n1)N1CCCCC1CN1CCCCC1 (centres undefined)
→ 3 | -49
Cc1ccc2c(c1)C(=O)CC1(CCNCC1)O2
→ 7 | -25
C[C@@H]1CC(Cl)CC[C@H]1C(=O)OC(C)(C)C (some centres undefined)
→ 11 | 25
CC12CCCCC1(Br)[N+](=O)N2[O-] (centres undefined)
→ 10 | 19
Oc1c(Cl)c(Cl)c(Cl)c(Cl)c1Cl
→ 20&13 | -31
CC(=O)[O][Hg][c]1ccccc1
→ 113* | -40
CC(C)N1C(=O)c2ccccc2NS1(=O)=O
→ 11 | 30
C[C@@H]1C(=O)OC2[C@H](O)C34[C@@H]5OC(=O)[C@@]3(O[C@@H]3OC(=O)[C@H](O)[C@@]34[C@H](C(C)(C)C)[C@H]5O)[C@]21O (some centres undefined)
→ 10 | 2
CCOC(=O)C1=C(N)Oc2c(c(=O)oc3ccccc23)C1c1ccc(F)c(F)c1 (centres undefined)
→ 10 | 21
CCOc1nc(NCc2ccco2)nc(N2CC3CC(C2)c2cccc(=O)n2C3)n1 (centres undefined)
→ 4 | -37
CC(C)(C)n1nnnc1CN1C2CCC1CC(O)(c1ccc(F)cc1)C2 (centres undefined)
→ 9 | -2
CCn1nc(CC(=O)N2CCCCC2CN2CCCCC2)c2ccccc2c1=O (centres undefined)
→ 6 | -36
COc1ccccc1CN(CCN(C)C)C(=O)Cc1c(C)[nH]c2ccc(F)cc12
→ 5 | -62

# Carrying on.
# Order of values – PGE2 EP2 inh | EP2 mod
CCC(C)N1CCN(Cc2cccc(F)c2)CC1 (centres undefined)
→ 7 | 12
COc1cccc(-n2c(SCCN3CCCCC3)nc3ccccc3c2=O)c1
→ 16 | -5
COc1ccc(C(C)(C)C)cc1CN1C2CCC1CC(O)(c1nccn1C)C2 (centres undefined)
→ 7 | -36
O=C1C2CCN(CC2)C1(CO)CO
→ 11 | 13
Nc1nc(N)c(Cn2ccnc2)c(=O)[nH]1
→ 10 | -13
c1ccc2c(c1)sc1ccccc12
→ 5 | 4
CN(C)CCN(C(=O)Cc1csc(-c2cccc(F)c2)n1)C1CCCC1
→ 13 | -60
Cc1ccc(-c2nc(C)sc2CC(=O)N(C)CCN(C)C)c(C)c1
→ 32 | -2
C[C@@H]1CC[C@@]2(NC1)O[C@H]1C[C@H]3C4CC=C5C[C@@H](O)CC[C@]5(C)C4CC[C@]3(C)C1[C@@H]2C (some centres undefined)
→ 11 | 4
COc1cc2c3cc1Oc1c(O)c(OC)cc4c1[C@@H](Cc1ccc(cc1)Oc1cc(ccc1O)C[C@@H]3N(C)CC2)N(C)CC4
→ 48* | -7
CC(C)C(=O)CP(=O)(O)O
→ 15 | 10
O=C1NC(=S)N(c2ccc(F)cc2)C(=O)/C1=C/c1ccco1
→ 10 | -95
Cc1nc2ccccc2c(=O)n1-c1ccccc1Cl
→ 15 | 13
CC1(C)N([O-])[N+](=O)C1(C)Br (centres undefined)
→ 11 | 0
CCc1ncc(CN2C3CCC2CC(O)(c2ccc(F)cc2)C3)cn1 (centres undefined)
→ 12 | -56

# A few values from above.
# `COc1cccc(-n2c(SCCN3CCCCC3)nc3ccccc3c2=O)c1` @ PGE2 EP2 inh: 16
# `C[C@@H]1CC[C@@]2(NC1)O[C@H]1C[C@H]3C4CC=C5C[C@@H](O)CC[C@]5(C)C4CC[C@]3(C)C1[C@@H]2C` (some centres undefined) @ EP2 mod: 4
# `O=C1NC(=S)N(c2ccc(F)cc2)C(=O)/C1=C/c1ccco1` @ EP2 mod: -95
# `O=C1C2CCN(CC2)C1(CO)CO` @ EP2 mod: 13
# `Cc1ccc(-c2nc(C)sc2CC(=O)N(C)CCN(C)C)c(C)c1` @ PGE2 EP2 inh: 32
# `CCC(C)N1CCN(Cc2cccc(F)c2)CC1` (centres undefined) @ EP2 mod: 12
# `Nc1nc(N)c(Cn2ccnc2)c(=O)[nH]1` @ EP2 mod: -13

# Remaining list, next part.
# Order of values – PGE2 EP2 inh | EP2 mod
NC(Cc1ccccc1)c1ccc2c(c1)OCCO2 (centres undefined)
→ 11 | -69
NC(=O)c1cc([N+](=O)[O-])cc([N+](=O)[O-])c1
→ 12 | -16
CN(C)CCCNc1c2c(nc3ccc(Cl)cc13)CCCC2
→ 11 | -1
C=C[C@H]1CN2CC[C@H]1C[C@H]2[C@H](O)c1ccnc2ccccc12
→ 10 | 11
CCC(CC)N1CCN(C(=O)COc2ccc(OC)cc2)CC1
→ 6 | 5
O=[As](O)(O)c1ccc2nc3cc([As](=O)(O)O)ccc3nc2c1
→ 34 | 38
CCOCc1cc(CN2C3CCC2CC(O)(c2ccccc2F)C3)ccc1OC (centres undefined)
→ 10 | -34
CN1CCC(NCCO)CC1
→ 9 | -45
O=C(CCN1CC2CCC(CC2)C1)c1cccs1
→ 26 | 6
COC1=C[C@@H]2[C@@H]3Cc4ccc(OC)c(O)c4[C@]2(CCN3C)CC1=O
→ 12 | 6
O=C(O)CNCP(=O)(O)O
→ 10&9 | 9&31
C1C[C@@H]2CN(CCCN3CCOCC3)[C@H](C1)O2
→ 12 | 10
Cc1nc(-c2ccc(F)cc2)c(CC(=O)N2CCCCC2CN2CCCCC2)s1 (centres undefined)
→ 9 | -12
C=C1C2CC[C@@]3(C)[C@H](c4ccoc4)OC(=O)C[C@]13O[C@H]1CC(=O)C(C)(C)[C@H](C(OC(C)=O)C(=O)OC)[C@@]21C (some centres undefined)
→ 14 | 17
O=C1c2ccccc2C(=O)c2ccccc21
→ 6 | 7

# Further results
# Order of values – PGE2 EP2 inh | EP2 mod
Cc1ccccc1-n1nc(C)c(CC(=O)N(CCN(C)C)Cc2ccc(F)cc2)c1C
→ 11 | -50
CN1Cc2c(ccc3c2OCO3)C2C(O)Cc3cc4c(cc3C21)OCO4 (centres undefined)
→ 16 | 20
CC1(C)C(=O)C=C[C@@]2(C)C1=C(O)C(=O)[C@]1(C)C2CC[C@@]2(C)[C@H](c3ccoc3)C[C@H]3O[C@]321 (some centres undefined)
→ 14 | -15
CC(C)(C)C(=O)C(Oc1ccc(Cl)cc1)n1cncn1 (centres undefined)
→ 6 | -4
CC[C@@H]1[C@@H]2Cc3ccc(O)cc3[C@@]1(CC)CCN2C
→ 52* | 14
CCOP(=S)(OCC)Oc1ccc2c(C)c(Cl)c(=O)oc2c1
→ 9 | 33
NC(N)=NCCN=C(N)N
→ 13 | 17
C=CCc1ccc2c(c1)OCO2
→ 14 | 18
C[C@@H]1CC[C@@]2(OC1)OC1C(O)C3C4CC[C@H]5C[C@H](O[C@@H]6O[C@H](CO)[C@H](O[C@@H]7O[C@H](CO)[C@@H](O)[C@H](O[C@@H]8OC[C@@H](O)[C@H](O)[C@H]8O)[C@H]7O[C@@H]7O[C@H](CO)[C@H](O)[C@H](O[C@@H]8O[C@H](CO)[C@@H](O)[C@H](O)[C@H]8O)[C@H]7O)[C@H](O)[C@H]6O)[C@H](O)C[C@]5(C)C4CC[C@]3(C)C1[C@@H]2C (some centres undefined)
→ 116* | -38
CCS(=O)CCSP(=O)(OC)OC (centres undefined)
→ 14 | 15
CC1CC[C@]2(NC1)O[C@H]1CC3C4CC[C@H]5C[C@@H](O)CC[C@]5(C)C4CC[C@]3(C)[C@H]1[C@@H]2C (some centres undefined)
→ 17 | 12
CN1C2CC3C[C@H]1C(O3)C2O (some centres undefined)
→ 14 | -5
O=c1c(O)c(-c2ccc(O)c(O)c2)oc2c(O)c(O)cc(O)c12
→ 9 | 9
CCCC(C)C1(CC)C(=O)NC(=O)NC1=O (centres undefined)
→ 10 | 18
C=CCN1C(=O)CN=C(c2ccc(F)cc2)c2c1sc1c2CCCC1
→ 3 | 65*

# Next results follow:
# Order of values – PGE2 EP2 inh | EP2 mod
COc1ccccc1CN(CCN(C)C)C(=O)Cc1c(C)[nH]c2ccc(C)cc12
→ 7 | -45
CCc1ccc(CCN2CCCCC2)nc1
→ 5 | 16
O=C(NC1CN2CCC1CC2)c1cc(-c2ccccn2)n[nH]1 (centres undefined)
→ 4 | 11
ClC1=C(Cl)C2(Cl)C3C4CC(C5OC45)C3C1(Cl)C2(Cl)Cl (centres undefined)
→ 11 | 27
C1CCCN(C2CCNCC2)CC1
→ 7 | -26
COc1ccc(C[C@@H](N)c2ccc(OC)cc2)cc1
→ 15 | 19
C/C=C(\C)C(=O)O[C@H]1C[C@@H](OC(C)=O)[C@@]2(C(=O)OC)CO[C@@H]3C2[C@]12CO[C@](O)(C(=O)OC)[C@H]2[C@](C)(C12O[C@@]1(C)[C@H]1C[C@@H]2OC2OC=C[C@@]21O)[C@@H]3O (some centres undefined)
→ 13 | 11
O=C(CN1C2CCC1CC(O)(c1ccccn1)C2)N1c2ccccc2Sc2ccccc21 (centres undefined)
→ 9 | 8
COC1C(O)C(O[C@H]2CC[C@]3(C=O)C4C(CC[C@]3(O)C2)[C@@]2(O)CC[C@H](C3=CC(=O)OC3)[C@@]2(C)C[C@H]4OC(C)=O)OC(C)C1OC(C)=O (some centres undefined)
→ 12 | 17
COc1ccc2c(c1)[nH]c1c(C)nccc12
→ 9 | -27
CC(=O)O[C@@H]1C[C@@]2(C)[C@H](c3ccoc3)C[C@H]3O[C@]32[C@]2(C)C(=O)C(O)=C3C(C)(C)C(=O)C=C[C@]3(C)C12 (some centres undefined)
→ 13 | 17
CCOc1cc(CN2CCN(C(=O)COc3ccccc3)CC2)ccc1OC
→ 14 | -25
COCCOc1ccc(CN2C3CCC2CC(O)(c2ccccc2F)C3)cc1OC (centres undefined)
→ 6 | 11
NC(=O)OCCSc1nnc(-c2ccccc2)o1
→ 9 | -12
COc1nc(C)c(CC(=O)N(CCN(C)C)C2CCCC2)c(OC)n1
→ 14 | -7

# Brought forward from above: 5 entries, followed by the next part.
# Order of values – PGE2 EP2 inh | EP2 mod
CC(=O)O[C@@H]1C[C@@]2(C)[C@H](c3ccoc3)C[C@H]3O[C@]32[C@]2(C)C(=O)C(O)=C3C(C)(C)C(=O)C=C[C@]3(C)C12 (some centres undefined)
→ 13 | 17
CCOc1cc(CN2CCN(C(=O)COc3ccccc3)CC2)ccc1OC
→ 14 | -25
COCCOc1ccc(CN2C3CCC2CC(O)(c2ccccc2F)C3)cc1OC (centres undefined)
→ 6 | 11
NC(=O)OCCSc1nnc(-c2ccccc2)o1
→ 9 | -12
COc1nc(C)c(CC(=O)N(CCN(C)C)C2CCCC2)c(OC)n1
→ 14 | -7
CCC(=O)c1cn(Cc2ccccc2F)c2ccccc12
→ 7 | 50
COc1ccccc1-n1c(SCCN2CCOCC2)nc2ccccc2c1=O
→ 5 | -8
CCn1cc(CN2C3CCC2CC(O)(c2ccccc2F)C3)cn1 (centres undefined)
→ 4 | -4
C=C[C@H]1CN2CC[C@H]1C[C@@H]2[C@H](O)c1ccnc2ccccc12
→ 13 | 32
O=[As](O)(O)c1ccc(N=Nc2ccc([As](=O)(O)O)cc2)cc1
→ 50* | -4
NS(=O)(=O)c1ccc(CC(=O)N2CCCCC2CN2CCCCC2)cc1 (centres undefined)
→ 0 | 6
O=C1CCCN1C(=O)c1cc(Cl)cc(Cl)c1
→ 10 | 0
CCNc1nc(Cl)nc(NCC)n1
→ 10 | 4
FC(F)(F)c1nc2ccc(SSc3ccc4nc(C(F)(F)F)[nH]c4c3)cc2[nH]1
→ 79* | 21
CC(=O)O[C@@H]1CC2C(C)(C)[C@H](O)C=C[C@]2(C)C2CC[C@]3(C)C(=CC(=O)O[C@H]3c3ccoc3)[C@@]21C (some centres undefined)
→ 15 | 11
COC(=O)c1c(C)ccc2c(O)c3c(cc12)C(=O)c1c2c(cc(O)c1C3=O)[C@@]1(C)O[C@@](C)(O2)[C@@H](O)[C@H](N(C)C)[C@H]1O
→ 42* | 12
CCC(=O)N1CCCc2cc(C(O)CN3CC=C(c4ccccc4)CC3)ccc21 (centres undefined)
→ 10 | -43
COc1ccccc1C1(O)CC2CCC(C1)N2Cc1cnc(SC)nc1 (centres undefined)
→ 11 | -104
O=C1NC2(CCNCC2)Oc2ccccc21
→ 7 | -21

# Compound activity deposited in PubChem by Emory University Molecular Libraries Screening Center.

# Only part of the results is shown; the hit share may differ from the screen's.
